From PubChem
Abeta rescue – qHTS for compounds that reverse cellular toxicity of Amyloid beta (A-beta) peptide in yeast: Primary Screen; AID 1347071, 2019; yeast expressing A-beta42, growth rescue, OD600, 48 h; response scale: 0% DMSO, 100% iron-clioquinol control; Potency, µM (doses to about 46.1 µM), for inactives: top-dose growth rescue, hits mostly activators; actives 0.063% (n = 410,000); note: potency is the fitted concentration of half-maximal effect; nearly all actives have a fitted effect of over 55% in size
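Yeast growth medium received pinned compounds, then yeast cells expressing toxic A-beta were added; plates incubated at 30 C for 48 hr. Growth read as absorbance at 600 nm, normalized to DMSO and equimolar FeCl3 plus clioquinol controls.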
IL2 activator – qHTS of IL-2 Activators. IL-2 activation reporter assay, cell-based qHTS; stimulated with anti-CD3/CD4/CD28 beads; in transgenic mouse T cells. activation, % (series mostly up to about 46 µM). actives 0.065% (n = 360,000). AID 652025, 2013; in the data active = activation above about 50%; inconclusive = mostly about 30% to 49%; note: 0% is about no effect
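First, unstimulated transgenic mouse T cells were exposed to compound for 60 min. Next, anti-CD3/anti-CD4-coated beads with anti-CD28 were added. Finally, after 18 h at 37 degrees C, EGFP and DsRed were imaged.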
EPAC1 antagonist – qHTS for Antagonist of cAMP-regulated guanine nucleotide exchange factor 3 (EPAC1): primary screen | EPAC1 GEF assay, Rap1b-BODIPY-GDP exchange fluorescence | AID 720709, 2013 | actives 0.14% (n = 360,000) | Potency, µM (series often up to 115 µM), without a hit: at the highest dose activity change, negative = inhibition, usual class: inhibitors | Rap guanine nucleotide exchange factor 3 (Homo sapiens), O95398;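 note: potency is the fitted concentration of half-maximal effect; plate controls were vehicle for no effect and positive control for full effect; nearly all actives have a fitted effect of over 50% in size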
WRN helicase inh – qHTS for Inhibitors of WRN Helicase; Bifunctional 3'-5' exonuclease/ATP-dependent helicase WRN (Homo sapiens), Q14191; WRN helicase unwinding, fluorescent forked duplex, kinetic; Potency, µM (top dose mostly 114 µM), for inactives: at the highest dose activity change, negative = inhibition, most hits filed as inhibitors; actives 0.46% (n = 360,000); AID 651768, 2012; note: potency is the fitted concentration of half-maximal effect; % is set by controls: 0 for no effect and ±100 for the full control effect; nearly all actives have a fitted effect of over 55% in size
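Kinetic red-fluorescence monitoring (525/598 nm) tracks WRN helicase activity after 100 nM fluorophore-quencher forked duplex and 2 mM ATP are added to 20 nM enzyme pretreated 15 min at room temperature with compound.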
FUS suppressor – qHTS for Suppressors of FUS Proteinopathy: Primary screen using FUS-linked yeast assay; S. cerevisiae FUS-expressing, growth rescue, OD600, 24 h; Potency, µM (series often up to 76.6 µM), for inactives: at the highest dose growth rescue (activation), actives largely listed as activators; actives 0.24% (n = 390,000); AID 1347120, 2019;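 note: potency is the fitted concentration of half-maximal effect; plate controls were DMSO vehicle for no effect and reference control for full effect; nearly all actives have a fitted effect of over 55% in size; some results filed as inactive show a strong effect at the top dose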
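Compound concentration series was pinned onto galactose-induced FUS-expressing yeast seeded at OD 0.005. Plates sat 24hr at 30C; absorbance at 600 nm gave growth. DMSO served as background control.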
PI5P4K alpha inh – qHTS for Inhibitors of phosphatidylinositol 5-phosphate 4-kinase (PI5P4K) | PI5P4Kalpha enzyme, ADP-Glo luminescence, 60 min; active compounds read low | max response, % | actives 1.2% (n = 330,000) | AID 652105, 2013; active = max response of -50% or lower; inconclusive = between -30% and -50%; inactive = -30% or higher; note: value at the top dose of about 77 µM; % is set by controls: 0 for no effect and ±100 for the full control effect
Target sequence (P48426 whole entry, looked up): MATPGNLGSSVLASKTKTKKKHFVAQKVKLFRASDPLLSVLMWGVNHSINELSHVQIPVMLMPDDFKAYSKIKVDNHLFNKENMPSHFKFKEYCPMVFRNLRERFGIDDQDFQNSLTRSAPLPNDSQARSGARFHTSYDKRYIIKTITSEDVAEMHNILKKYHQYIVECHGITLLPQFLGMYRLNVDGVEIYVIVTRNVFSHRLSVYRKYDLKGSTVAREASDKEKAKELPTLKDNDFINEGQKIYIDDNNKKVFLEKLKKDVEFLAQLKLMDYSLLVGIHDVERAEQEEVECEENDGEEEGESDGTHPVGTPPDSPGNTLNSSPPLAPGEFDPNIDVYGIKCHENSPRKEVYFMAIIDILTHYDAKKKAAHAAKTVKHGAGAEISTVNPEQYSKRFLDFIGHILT
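Human PI5P4Kalpha with substrate in 0.038 M HEPES pH 7.4, 0.28 mM EGTA, 0.1% CHAPS, 5% DMSO; reaction started with 5 microM ATP (final), 60 min at room temperature. ADP formed read by ADP-Glo luminescence.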
PLK1 PBD block – qHTS for Inhibitors of PLK1-PDB (polo-like kinase 1 - polo-box domain): Primary Screen; Serine/threonine-protein kinase PLK1 (Homo sapiens), P53350; AID 720504, 2013; Potency, µM, inactives show max response, negative = inhibition, usual class: inhibitors; actives 2.8% (n = 360,000); Plk1 PBD binding of FITC phosphopeptide, fluorescence polarization; note: potency is the fitted concentration of half-maximal effect; series mostly up to about 57 µM; % is set by controls: 0 for no effect and ±100 for the full control effect; nearly all actives have a fitted effect of over 65% in size
Target sequence (P53350 whole entry, looked up, the tested form may be a part): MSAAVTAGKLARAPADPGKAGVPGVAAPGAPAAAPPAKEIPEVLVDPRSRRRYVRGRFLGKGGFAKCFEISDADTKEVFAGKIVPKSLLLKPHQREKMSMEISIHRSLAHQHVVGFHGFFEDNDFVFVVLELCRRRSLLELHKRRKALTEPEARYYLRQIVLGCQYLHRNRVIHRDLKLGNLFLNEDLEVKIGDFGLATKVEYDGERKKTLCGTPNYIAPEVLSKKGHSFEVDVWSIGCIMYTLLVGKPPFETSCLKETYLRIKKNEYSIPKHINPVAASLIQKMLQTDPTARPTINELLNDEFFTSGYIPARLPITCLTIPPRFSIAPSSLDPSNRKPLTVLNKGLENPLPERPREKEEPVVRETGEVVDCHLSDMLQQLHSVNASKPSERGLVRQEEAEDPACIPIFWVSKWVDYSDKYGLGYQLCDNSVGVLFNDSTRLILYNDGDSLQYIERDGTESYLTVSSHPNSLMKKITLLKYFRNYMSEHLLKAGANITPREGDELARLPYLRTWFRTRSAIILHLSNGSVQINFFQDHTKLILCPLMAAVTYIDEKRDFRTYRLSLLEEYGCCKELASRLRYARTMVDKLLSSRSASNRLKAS
aSyn rescue – qHTS of alpha-syn Inhibitors; actives 0.14% (n = 370,000); Yeast expressing alpha-synuclein, growth rescue, BacTiter-Glo, 24 h; Potency, µM (highest dose often 46.1 µM), for the others: top-dose growth rescue (activation), actives largely listed as activators; note: potency is the fitted concentration of half-maximal effect; % of control where 0% means no effect; nearly all actives have a fitted effect of over 65% in size
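Readout is rescue of growth in alpha-synuclein-expressing yeast, so inhibitors of toxicity appear as activators. Growth after 24 hr at 30 deg C in galactose medium is quantified by luminescence.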
EPAC1 ag – qHTS for Agonist of cAMP-regulated guanine nucleotide exchange factor 3 (EPAC1): primary screen. EPAC1 agonist qHTS, biochemical assay; response scale: 100% = response to 6.5 mM cAMP. Potency, µM (series often up to 154 µM), for inactives: at the highest dose activation, usual class: activators. actives 0.073% (n = 360,000); note: potency is the fitted concentration of half-maximal effect; nearly all actives have a fitted effect of over 60% in size
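Read-out is the fluorescence drop as BODIPY-GDP leaves Rap1B (480 nm excitation, 540 nm emission), recorded every 5 minutes over 30 minutes. Reactions held 100 nM EPAC1, 250 nM Rap1B–BODIPY-GDP and 50 uM GDP, with 6.5 mM cAMP setting full activation.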
An asterisk follows results filed as active; ? = inconclusive; . = not tested or not shown; & = joins results of further samples; [ ] = dose if it differs, or a comment. Unless noted, calls come from the whole dose curve; as a rule, active = well fitted curve in the direction sought with a large enough effect; inconclusive = small, poorly fitted or top-dose-only effect, or another doubt; inactive = no such curve, though single readings can be large; an effect the other way counts as inactive or inconclusive. Rows are unselected; overall some 4.1% were active at least once.

SMILES | Abeta rescue | IL2 activator | EPAC1 antagonist | WRN helicase inh | FUS suppressor | PI5P4K alpha inh | PLK1 PBD block | aSyn rescue | EPAC1 ag
Cc1ccc(OCC(=O)N/N=C/c2ccccc2)c([N+](=O)[O-])c1 | -12% | 0.6 | -7% | 0% | 21% | 7 | -12% | -3% | -2%
COc1ccc(NC(=O)N(C)C[C@H]2Oc3ccc(NS(=O)(=O)c4cccs4)cc3C(=O)N([C@@H](C)CO)C[C@@H]2C)cc1 | -4% | 0.0 | 4% | -1% | 22% | 1 | -11% | -2% | -5%
COC(=O)c1ccc(OC(=O)c2cnccn2)cc1 | 7% | 0.2 | -23% | -22% | ? | -2 | -21% | 8% | 2%
Fc1ccc(N/N=C/C=C/c2ccccc2)c(F)c1 | -11% | -1.9 | -23% | -11% | . | -5 | -16% | -12% | 15%
C/C(=N\N1C(=O)c2ccccc2C1=O)c1cccc([N+](=O)[O-])c1 | -2% | 0.9 | 0% | -1% | -10% | 6 | -7% | -3% | 3%
O=C(/C=C/c1cccs1)NNC(=O)c1ccccc1 | -10% | 2.3 | -4% | -5% | -15% | -4 | -2% | -4% | -3%
O=C(c1cn(Cc2ccccc2)nc1-c1cccnc1)N1CCN(Cc2c(F)cccc2Cl)CC1 | 4% | -0.3 | 6% | 0% | -18% | 0 | -2% | -1% | -2%
COC(=O)N/N=C/c1ccc(OC(=O)c2ccco2)c(OC)c1 | -10% | -1.1 | 4% | -7% | 1% | 1 | -3% | -6% | 8%
O=C(Nc1ccc(NS(=O)(=O)c2ccccc2)cc1)c1cccnc1 | 7% | -0.2 | 10% | -2% | 11% | 0 | 2% | -1% | 2%
O=C(CN1CCN(c2ccccn2)CC1)N1CC(O)CO1 (stereo not given) | -19% | 0.4 | 3% | 8% | -3% | 2 | 2% | 2% | 3%

Continued; it opens with the 2 that closed the last part.
SMILES | Abeta rescue | IL2 activator | EPAC1 antagonist | WRN helicase inh | FUS suppressor | PI5P4K alpha inh | PLK1 PBD block | aSyn rescue | EPAC1 ag
O=C(Nc1ccc(NS(=O)(=O)c2ccccc2)cc1)c1cccnc1 | 7% | -0.2 | 10% | -2% | 11% | 0 | 2% | -1% | 2%
O=C(CN1CCN(c2ccccn2)CC1)N1CC(O)CO1 (stereo not given) | -19% | 0.4 | 3% | 8% | -3% | 2 | 2% | 2% | 3%
CCOC(=O)NN=C1c2ccccc2-c2ccccc21 | 5% | 1.1 | 1% | -9% | 25% | 12 | 5% | -1% | 2%
CC(C)OC(=O)CC(=O)CSc1nc2c(cc1C#N)CCC2 | 3% | 2.5 | 7% | 1% | 17% | 0 | -4% | 2% | -1%
CCOc1ccccc1-c1c2cc(O)c(=O)cc-2oc2cc(O)c(O)cc12 | 0% | 15 | ? | 89µM* | . | -55* | -10% | -35%[inhibitor] | 31%
COc1ccc(-c2csc(=NCCO)n2-c2ccccc2)cc1 | -1% | -0.2 | -3% | 3% | 31% | 1 | -22% | 0% | 12%
CC(C)(C)c1nn(-c2ccccc2)c2nc(Cl)c(C=O)cc12 | -13% | 1.2 | -8% | 9% | 16% | 6 | -11% | -7% | -7%
Cc1cccc(N=NC(=S)NNc2cccc(C)c2)c1 | -1% | -3.9 | 2% | -17% | . | -6 | ? | -16% | 1%
O=C(CSc1nc2ccccc2n1CC(=O)N1CCCC1)NCc1ccc2c(c1)OCO2 | 10% | -2.0 | 1% | -4% | 6% | . | 4% | 1% | 6%
CCCn1nnc(NC(=S)NC(=O)c2ccc(-c3ccc(Br)cc3)o2)n1 | 19% | -0.2 | -24% | 1% | -12% | 0 | ? | -2% | 4%
Cc1ccc(C(OCC(C)(C)C[N+](C)(C)C)c2ccccc2)cc1 (stereo not given) | -11% | 0.0 | 7% | 0% | 1% | -2 | -11% | 3% | 3%
O=C(CNCC1CCCCC1)Nc1cccc(S(=O)(=O)N2CCOCC2)c1 | -3% | 0.2 | 11% | 10% | -24% | 0 | 2% | -4% | -3%
Nc1ccccc1-n1cccc1 | 15% | 0.5 | -22% | 3% | 3% | 0 | -3% | -7% | 10%
Cc1nn(CC#N)c(=O)n1N(C)c1ncc(C(F)(F)F)cc1Cl | -13% | -0.7 | 2% | -2% | 4% | 2 | -3% | 1% | 7%
Cc1c(Cl)cccc1NC(=O)CSc1nncn1-c1ccccn1 | 7% | 0.5 | 0% | -16% | 12% | -2 | -7% | 4% | 6%
Cc1ccc(S(=O)(=O)N2CCN(C(=O)CN3CCc4ccccc4C3)CC2)cc1 | 10% | -2.5 | -2% | 11% | 21% | . | -5% | 1% | 0%
CC(=O)C1=C(C)NC(SCSc2ccccc2)=C(C#N)C1c1cccnc1 (stereo not given) | -3% | -0.9 | 0% | -23% | 42% | . | 0% | 0% | 24%
CC(=O)/C(=C\Nc1ccc(OCc2ccccc2)cc1)c1ccccc1 | 7% | -1.6 | 1% | -12% | . | 0 | -1% | 10% | 6%
COc1ccc(-c2sc3ccc(N4CCOCC4)cc3c2C#CC2(O)CCCCC2)cc1 | -13% | -0.4 | 6% | 0% | 13% | 36 | -2% | 1% | -1%
O=C(CCCn1c(=O)c2cccn2c2cccnc21)NCCc1ccc(Cl)cc1 | -7%&6% | -3.1 | -3% | -1% | 0%&-13% | 2 | -9% | -11% | 1%
O=C(CN1C(=O)C(=O)N(C2CCCC2)C1=O)NCCc1ccc(Cl)cc1Cl | -7% | 1.0 | 17% | 5% | -9% | 4 | -9% | -1%[1.84 µM] | -1%
Cc1ccc(C)c(NC(=O)CSc2nnc(-c3n[nH]c4ccccc34)o2)c1 | 1% | -0.3 | 3% | -5% | . | 4 | -9% | 8% | -2%
CCCC(=O)NC1=C(C#N)C2(CCCCC2)Cc2ccccc21 | -3% | -0.3 | -24% | -20% | -6% | 0 | -2% | 1% | 5%
CCn1cnc2sc(C(=O)Nc3ccccc3OC)c(C)c2c1=O | . | 0.0 | -11% | -6% | -2% | -2 | -12% | -6% | 7%
Cn1c(SCc2cccnc2)nnc1-c1c[nH]c2ccccc12 | 0% | 14 | -3% | -6% | -16% | 5 | -9% | 4% | 7%
COc1ccccc1Nc1nc(N)nc(CN2CCCCCC2)n1 | 19% | 0.1 | 5% | -23% | 33% | -7 | ? | 1% | 1%
O=c1oc(CCO)cc2ccc(-c3ccc4[nH]ccc4c3)cc12 | 7% | -2.5 | 11% | 3% | -5% | -8 | -8% | 0% | -7%
COc1ccc(/C=C/C(=O)c2cc(F)ccc2OC(=O)c2ccccc2)cc1OC | 14% | -0.4 | -18% | -9% | 17% | 3 | 1% | 14% | 3%
Cc1ccc(S(=O)(=O)N2CCCN(S(=O)(=O)c3ccc4ccccc4c3)CC2)cc1 | -14% | -1.0 | 1% | -5% | -8% | . | -11% | -1% | 1%
O=c1c2oc3ccccc3c2ncn1Cc1ccccc1F | -3% | -0.8 | 6% | 0% | -1% | -4 | -2% | -3% | -3%
Cc1ccc(NC(=O)CNc2cccc(S(=O)(=O)N3CCCCC3)c2)cc1F | -2% | -3.1 | -13% | -7% | 17% | 10 | -8% | -5% | 16%
CCOC(=O)CNC(=S)N(Cc1ccccc1F)C1CCCCC1 | 7.1µM* | -0.8 | ? | 4% | 10% | 3 | -8% | -1% | -6%
COC(=O)/C(=C\Nc1ccc(Cl)cc1Cl)NC(=O)c1ccc(OC)cc1 | 6% | -1.6 | ? | -2% | 11% | 10 | -10% | 2% | -1%
Cc1ccc(S(=O)(=O)N(c2cccc(C)c2)C2CCS(=O)(=O)C2)cc1 (stereo not given) | -4% | -1.1 | 10% | 6% | -2% | 1 | 0% | 0% | -9%
Cc1ccc(S(=O)(=O)Nc2cc(C(C(=O)OC(C)C)C(=O)C(F)(F)F)c(O)c3ccccc23)c(C)c1 (stereo not given) | -21% | 1.5 | ? | ? | 18% | -6 | -19% | -32%[inhibitor] | -12%
CCC/C=N/NC(=O)c1ccc(F)cc1 | -1% | -1.3 | 3% | 2% | -30% | -8 | -6% | -1% | 0%
S=C(Nc1ccccn1)NC1CCCC1 | ? | -0.1 | 7% | -6% | -10% | 0 | -12% | -6% | 13%
CS(=O)(=O)Nc1cccc(C2=NN(C(=O)c3ccc(F)cc3)C(c3cccs3)C2)c1 (stereo not given) | 0% | -0.1 | -18% | -7% | ? | 3 | -15% | -8% | 1%
CC(=O)Nc1ccc(S(=O)(=O)NC2(C(F)(F)F)NC(=O)N(C3CCCC3)C2=O)cc1 (stereo not given) | -4% | 4.3 | 14% | -14% | 23% | . | -6% | -14% | -3%
COc1cc(C(O)P(=O)(OCCC(C)C)c2ccc(N(C)C)cc2)cc(OC)c1OC (stereo not given) | -5% | -0.2 | 1% | -4% | 18% | 5 | -6% | -2% | 3%
CN(C(=O)CSc1nc(-c2ccccc2)cn1N)C(c1ccccc1)c1ccccc1 | -9% | -1.0 | -13% | -14% | 32µM* | . | -8% | -7% | 15%
COc1ccccc1OCCNC(=O)C(c1ccccc1)c1ccccc1 | 12% | 0.2 | -12% | -4% | 8% | 4 | -11% | -3% | -10%
Cc1noc(C)c1CN1C(=O)NC2(CCCCCCC2)C1=O | 28% | -0.7 | -1% | 5% | 8% | -4 | 0% | -5% | -9%
Cc1ccc(S(=O)(=O)C2(C(=O)NCCc3ccccc3)CC2)cc1 | 22% | -1.1 | -3% | 0% | -7% | -5 | 4% | 12% | 0%
